Screening results as filed in PubChem.
TRPV1 ag – agonists of human vanilloid receptor 1 (TRPV1) | actives 0.19% (n = 320,000) | activation, % at 8.33 µM | AID 540275 | TRPV1-expressing cells, Fluo-8 calcium influx, agonist mode; in the data active = activation above about 80%; inconclusive = between about 30% and that limit; also: 0% is about no effect
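Fluo-8 calcium influx in TRPV1-expressing cells, kinetic read (ex 480/em 520 nm). Compound added and read 3 min for agonist activity, followed by capsaicin at EC20 final and 2 min further read for enhancement.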
KCNH2 WT inh – KCNH2 (human, wildtype) channel inhibition; Q12809; U2OS, BacMam KCNH2, thallium flux FluxOr; active compounds read low; activity change, % at 1.84 µM; actives 0.37% (n = 340,000); AID 720551;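 active = maximum activity change below -70%; inconclusive = maximum activity change between -70% and -50%; inactive = maximum activity change above -50%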; also: % is scaled to controls: 0 for no effect and ±100 for the full control effect
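U2OS cells were transduced with wild-type KCNH2 virus (2.03 x 10^8 / mL) for 4 h at room temperature, then cultured overnight at 37 C. Thallium flux was read with FluxOr dye. Rate constants were normalized to DMSO controls.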
TCR activator – T cell receptor activation. primary human leukocytes, anti-CD3, IL-2 HTRF, 48 h. Potency, µM (series often up to 9.22 µM), for the others: at the highest dose activation of IL-2 secretion, most hits filed as activators. 330,000 tested, under 10 active; also: % of control where 0% means no effect
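HTRF read-out of IL-2 secretion: europium cryptate donor excited at 320nm, d2 acceptor emission at 665nm. Cells were primary human leukocytes incubated 48 hr with compounds and a-CD3 beads, supplying TCR signal only.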
Eya2 inh – Eya2 (human) phosphatase inhibition; Potency, µM (top dose mostly 76.9 µM), for the others: at the top dose activity, negative = inhibition, hits mostly inhibitors; AID 488837; actives 0.006% (n = 330,000); recombinant Eya2, OMFP fluorescence dephosphorylation (OMFP is methylfluorescein phosphate); O00167; also: potency is read from the fitted curve at half-maximal effect; % is scaled to controls: 0 for no effect and ±100 for the full control effect
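Eya2 (0.2 uM) preincubated 10 min at ambient with compound, then OMFP substrate added at 50 uM; 10 min reaction in 50 mM HEPES pH 7.5, 50 mM NaCl, 5 uM MgCl2, 0.05% BSA, 1 mM DTT. Fluorescence read at Ex 485/Em 525 nm.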
KCNH2 3.1 block – inhibitors of human KCNH2 3.1 potassium channel isoform; U2OS KCNH2 3.1, thallium flux FluxOr; active compounds read low; activity change, % (tested at about 1.8 µM); actives 0.95% (n = 340,000); AID 720553;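 active = maximum activity change below -70%; inconclusive = maximum activity change from -70% to -50%; inactive = maximum activity change above -50%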;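 also: thallium influx rate constant from kinetic fluorescence after stimulation buffer; % is scaled to controls: 0 for no effect and ±100 for the full control effect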
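Virally transduced U2OS (3.1 isoform, 4 h infection in dark at RT) → overnight 37 C → FluxOr + Red40 in HBSS/HEPES, 45 min → stimulation buffer, 2 min kinetic read → rate constant vs DMSO controls.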
AT treatment – potential ataxia-telangiectasia treatment | […] A-T fibroblasts, KAP-1 phosphorylation AlphaLISA; neocarzinostatin DNA damage 30 min before lysis | Potency, µM (titrated, usually from 57.5 µM), for inactives: at the highest dose activation, most hits filed as activators | actives 0.19% (n = 320,000) | AID 485349; also: potency is read from the fitted curve at half-maximal effect; % of control where 0% means no effect; nearly all actives have a fitted effect of over 45% in size
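ATM-like activity read as KAP-1 phosphorylation via AlphaLISA donor/acceptor antibody pairs after lysis and 6 hr at 25C. Cells were ATM-null patient fibroblasts ([…], hTERT), dosed 60 min, then exposed to the DSB inducer NCS for 30 min.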
TSHR antagonist – blocks TSH signaling through the human TSH receptor | TSHR-expressing cells, TSH-stimulated cAMP HTRF, 2 h; active compounds read low | activity change, negative = inhibition, % at 11.5 µM | actives 0.2% (n = 330,000) | AID 504810 | P16473;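 active = activity change below a set negative limit, meaning inhibition stronger than a set level, cut at about -70% in these data; inconclusive = activity change between two set negative limits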; also: % is scaled to controls: 0 for no effect and ±100 for the full control effect
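Competitive HTRF cAMP read-out (cryptate anti-cAMP antibody, cAMP-d2; 30 min, room temperature) in freshly harvested TSHR cells. Compounds added before TSH at EC80 (4nM final), followed by 2 hours' incubation at 37 deg C.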
Mito fusion act – inhibitors of mitochondrial division or activators of mitochondrial fusion | actives 0.23% (n = 320,000) | AID 485298 | Potency, µM (series often up to 46.1 µM), for inactives: at the highest dose growth rescue (activation), most hits filed as activators | S. cerevisiae fusion-defective mutant growth rescue, CellTiterGlo 48 h;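 also: potency is read from the fitted curve at half-maximal effect; % of control where 0% means no effect; nearly all actives have a fitted effect of over 45% in size; temperature-sensitive fusion mutants such as fzo1-1 at 37 °C on non-fermentable ethanol glycerol medium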
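Read-out: ATP-based luminescence (CellTiterGlo, 10 min ambient) reporting growth of fusion-defective ts yeast after 48 hours at 37C on glycerol/ethanol YPEG medium in the presence of compound.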
USP2a block – USP2a (human) protease inhibition | USP2 core, Ub-CHOP2 coupled fluorogenic reporter, 485/531 | Potency, µM (titrated, usually from 38.3 µM), inactives show at the top dose activity change, negative = inhibition, hits mostly inhibitors | actives 0.01% (n = 330,000);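 also: potency is read from the fitted curve at half-maximal effect; plate controls were DMSO wells for no effect and full inhibition by NEM control for full effect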
Target sequence (O75604 whole entry, looked up): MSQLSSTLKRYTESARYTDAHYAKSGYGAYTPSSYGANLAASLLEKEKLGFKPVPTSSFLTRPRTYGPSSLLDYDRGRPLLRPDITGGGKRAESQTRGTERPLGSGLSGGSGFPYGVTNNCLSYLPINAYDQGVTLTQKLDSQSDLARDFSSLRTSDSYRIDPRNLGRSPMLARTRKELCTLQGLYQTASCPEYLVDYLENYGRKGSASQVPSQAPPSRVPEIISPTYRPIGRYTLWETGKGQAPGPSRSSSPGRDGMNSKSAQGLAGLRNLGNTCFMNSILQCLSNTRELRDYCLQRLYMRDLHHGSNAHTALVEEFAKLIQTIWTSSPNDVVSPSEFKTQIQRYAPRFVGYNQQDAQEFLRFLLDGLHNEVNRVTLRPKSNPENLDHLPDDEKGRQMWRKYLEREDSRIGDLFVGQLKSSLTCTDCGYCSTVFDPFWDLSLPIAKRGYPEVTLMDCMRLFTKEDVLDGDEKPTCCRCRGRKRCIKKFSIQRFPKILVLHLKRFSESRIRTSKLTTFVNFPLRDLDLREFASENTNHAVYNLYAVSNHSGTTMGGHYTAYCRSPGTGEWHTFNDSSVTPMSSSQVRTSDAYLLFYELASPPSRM
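USP2 core (10nM final) preincubated 30min RT with compound in 20mM Tris-HCl pH 8.0, 2mM CaCl2, 2mM beta-mercaptoethanol, 0.05% CHAPS; 25nM Ub-CHOP2 plus 25nM reporter substrate added, fluorescence (Ex485/Em531) read after 60min.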
ELG1 DNA repair – ELG1-dependent DNA repair inhibition | HEK293T ELG1-luciferase reporter, luminescence, 16 h; DNA damage induced by 5-fluorouridine | actives 2.3% (n = 330,000) | AID 504467 | Potency, µM (titrated, usually from 46.1 µM), inactives show at the top dose activity change, negative = inhibition, hits mostly inhibitors; also: potency is read from the fitted curve at half-maximal effect; % is scaled to controls: 0 for no effect and ±100 for the full control effect; nearly all actives have a fitted effect of over 55% in size
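Overnight (16 hr) co-exposure of 2,000 cells/well to 5-fluorouridine and compound at 37 °C preceded detection. Luciferase was quantified via ONE-Glo luminescence; loss of signal denotes inhibition.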
* marks the source's active call; other numbers are inactive results; ? = inconclusive; / = no result given; [ ] = another dose, or the depositor's remark. Unless noted, calls follow the shape of the dose curve; as a rule, active = well fitted curve in the direction sought with a large enough effect; inconclusive = small, poorly fitted or top-dose-only effect, or another doubt; inactive = no such curve, though single readings can be large; an effect the other way counts as inactive or inconclusive. Not all compounds are listed; the hit share may differ from the screen's.

SMILES	TRPV1 ag	KCNH2 WT inh	TCR activator	Eya2 inh	KCNH2 3.1 block	AT treatment	TSHR antagonist	Mito fusion act	USP2a block	ELG1 DNA repair
CCN(CC)S(=O)(=O)c1ccc(N=Cc2c(C)c(C#N)c(=O)n(C)c2O)cc1	0	-21	0%[46.1 µM]	-8%	/	-7%	14	-2%	2%	1%
CCOC(=O)N1CCN(C(=O)c2ccc3c(=O)n(CC4CCCO4)c(=S)[nH]c3c2)CC1 (configuration not stated)	-1	0	2%	7%	2	2%	-7	-3%	0%	-17%
CCC(=O)NC(=S)Nc1ccc(S(=O)(=O)NC(C)=O)cc1	-3	-1	2%	7%	14	1%	1	1%	2%	14%
CCN(C1CCCCC1)S(=O)(=O)c1ccc(OC)c(C)c1	0	0	-3%	12%	-13	14%	15	-4%	-1%	8%
O=C(NC1CCCC1)NS(=O)(=O)c1ccccc1Cl	1	31	4%	-2%[15.4 µM]	1	28%	0	2%	2%	-6%
COc1cccc(C(=O)Nc2cccc(-c3ccc4nncn4n3)c2)c1OC	1	-6	3%	-17%	5	0%	-9	1%	-1%	?
O=P(c1ccccc1)(c1ccccc1)C(c1ccco1)N1CCOCC1 (configuration not stated)	12	15	-9%	-9%	14	-5%	16	1%	-2%	-14%
COc1cccc(OCC(O)CN2CCC(CN3C(=O)c4cccc5cccc(c45)C3=O)CC2)c1 (configuration not stated)	2	33	-7%	-8%	-15	-3%	-6	?	-1%	?
O=C(Cc1noc2ccccc12)Nc1ccc(Cl)cc1	10	-13	-2%[46.1 µM]	-2%	4	0%	0	11%	0%	?
N#CCCn1c(-c2nonc2NC(=O)c2ccccc2Cl)nc2ccccc21	1	12	4%	3%	1	-2%	-13	0%	-1%	?
CCC(C)(C)NC(=O)C(c1cccs1)N(CC1CCCO1)C(=O)Cn1nnc2ccccc21 (configuration not stated)	-2	-2	-6%	3%	-2	8%	-9	24%	-2%	-2%
O=C(Nc1cccc(N2C(=O)C=CC2=O)c1)c1cccs1	2	/	/	22%	/	-6%	-8	9%	-12%	?
O=C(CSc1ccccc1)Nc1ccccc1C(=O)N1CCCC1	-4	/	10%	8%	16	0%	-6	1%	0%	?
O=C(CSc1nnnn1Cc1ccccc1)Nc1ccccc1	12	-6	4%	-4%	-7	-6%	-4	-3%	0%	-10%
CCCCN(C(=O)CCSc1ccc(F)cc1)c1c(N)n(Cc2ccccc2)c(=O)[nH]c1=O	8	42	2%	-1%	-6	14%	-3	1%	1%	7%
Cc1noc(/C=C/N(C)C)c1S(=O)(=O)N(C)CC(=O)NC1CCCCC1	-4	-9	4%	-3%	/	16%	19	8%	2%	-2%
Cc1cc(C)n(CC(O)COc2ccc(C(C)C)c(C)c2)n1 (configuration not stated)	6	2	/	-19%	-7	3%	18	0%	0%	-2%
CCn1cc(Cl)c(C(=O)Nc2nccs2)n1	3	-3	4%	18%	-12	1%	-3	0%	1%	?
O=C(N/N=C/c1cccnc1)c1ccccc1[N+](=O)[O-]	-2	-1	-2%[46.1 µM]	2%	0	4%	0	-6%	3%	12%
CCCN1CNC(=S)N(c2cccc(C)c2C)C1	-1	4	-15%	-8%	-3	-1%	18	-11%	-1%	-10%
CC(C[N+](C)(C)C)OC(=O)C1(c2ccccc2)CCCC1 (configuration not stated)	5	-3	-3%	5%	-14	42%	5	-3%	-1%	?
C=CCNC(=O)N1CCc2[nH]c3ccc(F)cc3c2C1	0	4	-4%	10%	-1	6%	2	7%	-2%	4%
Nc1c(C(=O)O)nnn1Cc1ccccc1	-4	3	6%	34%	-4	0%	5	-5%	2%	11%
Cc1ccccc1OCC(=O)Nc1ccc2[nH]ncc2c1	30	0	/	0%	10	26%	-10	1%	2%	1%

One compound at a time, as listed above. Order of values: TRPV1 ag	KCNH2 WT inh	TCR activator	Eya2 inh	KCNH2 3.1 block	AT treatment	TSHR antagonist	Mito fusion act	USP2a block	ELG1 DNA repair
Cc1ccccc1OCC(=O)Nc1ccc2[nH]ncc2c1 as listed: 30	0	/	0%	10	26%	-10	1%	2%	1%
Nc1c(C(=O)O)nnn1Cc1ccccc1 as listed: -4	3	6%	34%	-4	0%	5	-5%	2%	11%

Following part.
SMILES	TRPV1 ag	KCNH2 WT inh	TCR activator	Eya2 inh	KCNH2 3.1 block	AT treatment	TSHR antagonist	Mito fusion act	USP2a block	ELG1 DNA repair
O=C(C1COc2ccccc2O1)N1CCN(c2ccccc2)CC1 (configuration not stated)	?	0	3%	-7%	-5	12%	0	2%	-3%	-20%
CCOC(=O)c1c(C)[nH]c(C(=O)OCC(=O)NC2(C#N)CCCCC2)c1C	8	3	6%	25%	-7	-1%	-1	-1%	0%	-16%
COc1ccc(NC(=O)Cn2nnc(C(=O)NCc3ccccc3OC)c2N)cc1Cl	-6	-4	-1%	5%	-11	8%	-5	-3%	-1%	26%
CCOC(=O)C1=C(COC(=O)COc2ccc(OCC)cc2)NC(=O)NC1C (configuration not stated)	18	-25	2%	22%	-4	9%	5	-3%	2%	?
Cc1cccn2c(=O)c(C=Nc3ccc(Cl)cc3)c(NCCO)nc12	-1	-1	-6%[46.1 µM]	9%	4	0%	-7	0%	4%	-4%
Cc1sc2ncnc(NCC(O)c3ccc([N+](=O)[O-])cc3)c2c1C (configuration not stated)	?	-2	5%	2%	-14	-5%	-48	17%	-3%	?
Cn1cc(S(=O)(=O)NCc2ccc(Cl)cc2)c(=O)n(C)c1=O	11	-2	-3%	4%	-2	0%	0	-5%	-10%	13%
O=C(CCCN1C(=O)c2cccc3cccc(c23)C1=O)N1CCN(c2ncccn2)CC1	0	/	2%	-3%	5	1%	-2	5%	1%	?
COc1ccc(CNC(=O)COC(=O)c2ccc(C(=O)c3ccccc3)cc2)cc1	/	3	-6%[46.1 µM]	-9%	-3	12%	-2	/	0%	3%
Cc1ccc(OCCOC(=O)Cn2nc(C)c([N+](=O)[O-])c2C)cc1	3	0	3%	16%	0	8%	5	3%	1%	0%
O=C(Nc1nnc(-c2cccnc2)o1)c1cccc([N+](=O)[O-])c1	-4	/	/	-9%	/	0%	-4	-4%	1%	18µM*
O=C(Cc1ccccc1)Nc1ccc(-c2nnc(-c3ccco3)o2)cc1	-1	0	-7%[46.1 µM]	7%	27	-1%	-8	-5%	2%	15%
C=CCN(Cc1ccc(OC)c(OC)c1)C(=O)c1cc2cc(F)ccc2[nH]1	4	/	-3%	-7%	-17	-5%	6	28%	4%	-22%
Cc1cc(C)n(-c2nc3ccccc3nc2Nc2ccc3c(c2)OCO3)n1	0	-1	6%[46.1 µM]	-3%	-29	5%	42	8%	0%	-3%
CC1CCCC(NC(=O)CSc2ncccc2C(=O)O)C1C (configuration not stated)	0	7	-4%	6%	3	5%	-3	-4%	0%	-5%
CC1CCCN(Cc2c(O)ccc3c4c(c(=O)oc23)CCCC4)C1 (configuration not stated)	16	-5	3%	9%	13	9%	-4	0%	4%	-8%
O=c1nc(N2CCCC2)nc(Nc2ccccc2)[nH]1	-1	0	-5%	-10%	3	1%	4	2%	1%	?
CC12CCC(C/C1=N/O)C2(C)CBr (configuration not stated)	2	-1	-4%	0%	16	-3%	5	-6%	0%	0%
CCn1c(C)nc2cc(C(=O)N/N=C/c3ccc(O)cc3)ccc21	0	-8	2%[46.1 µM]	3%	-19	10%	2	-2%	5%	?
COCCCNC(=O)[C@H](CSCc1ccccc1)N1Cc2ccccc2C1=O	12	-17	-3%	0%	-8	-12%	-5	2%	3%	-2%
CCn1c(SCC(=O)Nc2cc(C)on2)nnc1-c1ccco1	-2	-6	0%	7%	6	1%	17	-1%	1%	?
Cn1c(=NC(=O)C2CC2)sc2cc(F)cc(F)c21	-1	-26	0%	-14%	-2	5%	9	3%	0%	?
FC(F)(F)c1ccc(Sc2nnc(-c3cccs3)n2CC2CCCO2)nc1 (configuration not stated)	0	-1	-3%	3%	-9	2%	-4	-4%	-1%	0%
CCN1CCN(C(=O)c2ccc(OCC(=O)Nc3ccc(F)cc3)c(OC)c2)CC1	12	0	-1%	9%	20	1%	-1	5%	-2%	-11%
c1ccc(Cn2c3ccccc3c3nnc(SCCN4CCCCC4)nc32)cc1	3	6	6%	27%	-2	1%	-11	4%	3%	?
COc1ccc(S(=O)(=O)N(C)C[C@H]2Oc3ccc(NC(=O)NC4CCCCC4)cc3C(=O)N([C@H](C)CO)C[C@@H]2C)cc1	/	-1	7%	-13%	4	7%	21	/	-25%	-10%
CC1=C(C(=O)c2ccccc2)C(c2ccc(OC(F)F)cc2)NC(=S)N1 (configuration not stated)	18	-9	7%	-6%	-14	0%	-5	1%	1%	-7%
COc1ccc(N=CC2=C(O)c3ccccc3C2=O)c(OC)c1	-4	2	5%	22%	-12	-3%	1	-3%	3%	?
